High-throughput results (PubChem BioAssay)
Fam108B inh = counter-screen for RBBP9 inhibitors: inhibitors of mouse Fam108B; hit rate 0.33% among 300,000; recombinant Fam108B, FP-Rh probe fluorescence polarization; inhibition, % at 9.51 µM;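 active means inhibition above the screen mean inhibition plus 3 SD, computed separately per campaign, cut at about 18% in these data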;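 further: inhibitors lower polarization as less probe binds the enzyme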
Bcl-xL primary = blocks human Bcl-xL binding to Bim BH3 peptide. inhibition, % at 10.9 µM. hit rate 0.7% among 320,000. GST-Bcl-xL / FITC-Bim BH3 peptide fluorescence polarization. AID 2129;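 active means inhibition above the mean of all tested compounds plus 3 SD, cutoff set per campaign, cut at about 30% in these data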;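 further: 0% = DMSO wells and 100% = unlabeled Bim-BH3 peptide competitor; inhibitors lower millipolarization by displacing the labeled peptide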
Target sequence (Q07817 whole entry, looked up): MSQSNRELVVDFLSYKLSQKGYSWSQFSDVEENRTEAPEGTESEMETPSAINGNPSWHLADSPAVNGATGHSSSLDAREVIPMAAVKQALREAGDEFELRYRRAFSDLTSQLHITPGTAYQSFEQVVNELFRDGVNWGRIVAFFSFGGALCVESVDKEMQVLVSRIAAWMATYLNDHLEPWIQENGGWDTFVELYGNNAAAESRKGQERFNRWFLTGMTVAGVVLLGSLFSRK
VLA-4 inh = inhibition in a human VLA-4 binding assay. P13612. VLA-4 expressing cells, ligand binding flow cytometry. inhibition, % (about 7 µM as worked out from the volumes in the protocol). hit rate 0.2% among 330,000. AID 2557; in the data active means inhibition above about 50%
MCL1-BIM inh = disrupts human MCL1 binding to BIM-BH3 peptide; GST-MCL1 / FITC-Bim-BH3 fluorescence polarization; Q07820; inhibition, % at 10.9 µM; hit rate 0.68% among 320,000; AID 2057;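 active means inhibition above the mean inhibition of all tested compounds plus 3 SD, set per campaign, cut at about 40% in these data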;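 further: 0% = DMSO wells and 100% = unlabeled Bim-BH3 peptide control; higher means more loss of mP so more displacement of Bim peptide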
Target sequence (Q07820 whole entry, looked up): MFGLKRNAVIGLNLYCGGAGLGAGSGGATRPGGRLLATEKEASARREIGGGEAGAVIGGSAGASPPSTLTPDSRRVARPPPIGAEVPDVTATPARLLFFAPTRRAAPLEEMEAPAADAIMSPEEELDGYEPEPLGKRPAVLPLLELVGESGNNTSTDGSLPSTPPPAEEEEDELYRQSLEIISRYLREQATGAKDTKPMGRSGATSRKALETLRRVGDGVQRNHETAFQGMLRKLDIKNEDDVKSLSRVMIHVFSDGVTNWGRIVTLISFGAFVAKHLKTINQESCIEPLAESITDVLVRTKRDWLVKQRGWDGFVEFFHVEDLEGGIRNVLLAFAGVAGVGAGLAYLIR
AGP1 TOR yeast = alters AGP1-GFP fluorescence in TOR pathway yeast screen | S. cerevisiae AGP1-GFP multiplex flow cytometry, 3 h; GFP as percent of DMSO wells | GFP response vs DMSO, % at 10 µM | hit rate 0.02% among 320,000;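 active means GFP response relative to DMSO above a set limit, near screen average plus 3 SD, cut at about 150% in these data; inconclusive means fewer than 70 cells counted for the yeast strain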;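 further: median GFP channel fluorescence of the gated AGP1 strain per well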
CIT2-GFP yeast = yeast TOR pathway CIT2-GFP modulation | S. cerevisiae CIT2-GFP strain, flow cytometry, 3 h; 100 means same as DMSO wells | GFP response vs DMSO, % at 10 µM | hit rate 0.065% among 320,000 | AID 2029;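 active means GFP response relative to DMSO above a set limit, near the screen mean plus 3 SD, cut at about 150% in these data; inconclusive means Fewer than 70 cells measured for a yeast strain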;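 further: ratio of well median GFP fluorescence to mean of DMSO wells on the plate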
GRK2 inh = human GRK2 inhibition via aptamer displacement; bead flow cytometry, FAM-aptamer displacement from GRK2; hit rate 0.59% among 330,000; AID 488847; inhibition of aptamer binding, % at 10 µM; P25098;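 active means inhibition of aptamer binding above 40%, roughly 3 SD of noise, on plates passing a quality check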;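 further: median bead fluorescence of bound FAM aptamer so fluorescent compounds give negative values; no value below 0 was filed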
MEX-5 binding = C. elegans MEX-5 TCR-2 RNA binding activity. MEX-5/FITC-TCR2 RNA binding, fluorescence polarization; hits give low values. Q9XUB2. AID 1832. activity score (negative = inhibition of binding), % at 10 µM. hit rate 0.38% among 300,000;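 active means inhibition past about -25% in most replicates, and total fluorescence under double the plate's negative control median, limit read from the data; inconclusive means replicates evenly split on the limit, or fluorescence at least double controls; inactive means too little inhibition in most replicates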;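 further: 0% = DMSO and -100% = 5 µM competing unlabeled TCR2 RNA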
GLD-1 TGE inh = GLD-1-TGE RNA interaction inhibition (C. elegans) | Q17339 | purified GLD-1 + fluorescein TGE RNA, fluorescence polarization | inhibition, % at 5.96 µM | hit rate 0.44% among 320,000 | AID 2280;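 active means percent inhibition above a per-plate cutoff, the plate mean of test compounds plus 3 SD, cut at about 30% in these data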;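 further: 0% = DMSO wells with GLD-1 and probe and 100% = wells lacking GLD-1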
Target sequence (Q17339 whole entry, looked up): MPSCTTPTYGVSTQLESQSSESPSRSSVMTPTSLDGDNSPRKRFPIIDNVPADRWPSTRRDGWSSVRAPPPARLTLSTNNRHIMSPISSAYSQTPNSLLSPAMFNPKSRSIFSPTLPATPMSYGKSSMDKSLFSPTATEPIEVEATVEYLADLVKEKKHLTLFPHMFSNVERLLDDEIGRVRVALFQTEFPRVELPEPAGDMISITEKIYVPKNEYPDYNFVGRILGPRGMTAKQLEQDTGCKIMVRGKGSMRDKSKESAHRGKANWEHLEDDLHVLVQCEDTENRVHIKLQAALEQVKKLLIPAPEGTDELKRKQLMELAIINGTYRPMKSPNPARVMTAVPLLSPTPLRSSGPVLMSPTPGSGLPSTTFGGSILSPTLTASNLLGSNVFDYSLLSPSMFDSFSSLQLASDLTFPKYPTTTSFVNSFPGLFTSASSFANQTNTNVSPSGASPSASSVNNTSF
An asterisk follows results filed as active; ? = inconclusive; / = not tested or not shown.

SMILES	Fam108B inh	Bcl-xL primary	VLA-4 inh	MCL1-BIM inh	AGP1 TOR yeast	CIT2-GFP yeast	GRK2 inh	MEX-5 binding	GLD-1 TGE inh
COc1ccc(-n2nc(C(=O)NCC(=O)NCCc3ccc(OC)c(OC)c3)c3ccccc3c2=O)cc1	3	4	18	-2	100	95	0	-0.9	-2
CC1(C)NC(=O)N(CCOCCOc2ccccc2-c2ccccc2)C1=O	1	-2	-6	0	106	99	2	-2.3	-9
CCCCN(CCCC)c1ccc(C(=O)c2ccccc2C(=O)O)c(O)c1	2	6	2	4	90	98	2	-1.1	3
Fc1ccc(-c2nnc(Cc3ccc(Cl)cc3)o2)cc1	-1	0	2	-4	82	74	0	0.7	4
COc1cccc(OCCOCCN(C)CCO)c1	-1	1	-12	2	/	94	1	0.4	-6
NC(=O)COc1ccc2oc(=O)cc(-c3cc4ccccc4o3)c2c1	-1	10	-1	0	103	97	4	-2.7	4
Cc1n[nH]c(=O)c2c(NC(=O)CSc3nnnn3-c3ccc(O)cc3)oc(C)c12	2	-5	7	-16	121	101	1	-1.2	7
CCN1CCN(S(=O)(=O)c2cc(OC)ccc2OC)CC1	1	7	3	10	96	95	2	2.2	-4
CCCCC(CC)C(=O)Nc1cc(=O)[nH]c2nc3ccccc3n12 (centres undefined)	3	-1	10	1	109	103	8	1.3	4
O=C(O)CCc1ccc(-c2cccs2)n1NC(=O)c1ccccc1Br	2	5	1	2	107	102	1	0.3	-3
Cc1ccc(OCC(=O)NNC(=O)c2cc3ccccc3o2)cc1C	5	6	3	7	99	107	12	-0.4	11
O=C(Nc1ccccc1F)C(=O)c1cn(CC(=O)N2CCCCC2)c2ccccc12	0	6	-1	8	101	89	0	/	1
CCN(CC)c1ccc(/C=N/NC(=O)c2c[nH]c3ccccc23)cc1	23*	2	18	13	95	90	2	/	-3
Cc1cc(C)n(CC(=O)N2CCCC(N3CCN(Cc4ccc5c(c4)OCO5)CC3)C2)n1 (centres undefined)	0	-1	0	0	108	114	2	1.0	0
CC(=O)c1ccc(NC(=O)c2ccc(-n3cncn3)c([N+](=O)[O-])c2)cc1	-3	-10	12	-21	99	97	0	-2.3	-3
O=C(N/N=C/c1ccccn1)c1ccc(N/N=C/c2ccccn2)cc1	1	4	-3	7	92	90	0	-3.2	6
O=C(Nc1cccc(C(=O)O)c1)/C(=C\c1ccccc1Cl)NC(=O)c1ccco1	-1	4	-2	10	96	98	0	0.3	0
O=C(NCc1ccc2c(c1)OCO2)Nc1ccc2nsnc2c1	0	-4	12	-6	100	105	7	0.3	0
COc1cccc(C(=O)NN2c3ccccc3CCc3ccccc32)c1	0	5	6	3	98	98	9	2.4	4
O=C1CC(=O)N(CCNc2ncc(C(F)(F)F)cc2Cl)C(=O)N1	0	-38	10	-57	97	97	3	8.7	-28
CCOc1ccc2nc(NC(NC(=O)CC)(C(=O)OC)C(F)(F)F)sc2c1 (centres undefined)	2	5	4	8	102	103	0	0.5	3
CN1C(=O)Cc2cc(S(=O)(=O)Nc3ccc(Cl)cc3)ccc21	1	8	1	10	99	89	2	-1.7	5
COc1cc(OC)c(NC(=O)CCc2nc(-c3cccs3)no2)cc1Cl	0	5	-3	6	96	86	6	-1.5	-3
CCN(CC(=O)NCc1ccc(F)cc1)C(=O)Cc1ccc(OC)cc1	0	-1	-1	-4	89	88	0	-0.1	-4
CCOCc1c(C(=O)OCC(=O)Nc2ccccc2C(N)=O)oc2ccccc12	/	3	6	3	103	97	0	/	1

Shown as labelled records: four of the compounds above
> CC(=O)c1ccc(NC(=O)c2ccc(-n3cncn3)c([N+](=O)[O-])c2)cc1
  Fam108B inh = -3; Bcl-xL primary = -10; VLA-4 inh = 12; MCL1-BIM inh = -21; AGP1 TOR yeast = 99; CIT2-GFP yeast = 97; GRK2 inh = 0; MEX-5 binding = -2.3; GLD-1 TGE inh = -3

> COc1cccc(OCCOCCN(C)CCO)c1
  Fam108B inh = -1; Bcl-xL primary = 1; VLA-4 inh = -12; MCL1-BIM inh = 2; AGP1 TOR yeast = /; CIT2-GFP yeast = 94; GRK2 inh = 1; MEX-5 binding = 0.4; GLD-1 TGE inh = -6

> CCOc1ccc2nc(NC(NC(=O)CC)(C(=O)OC)C(F)(F)F)sc2c1 (centres undefined)
  Fam108B inh = 2; Bcl-xL primary = 5; VLA-4 inh = 4; MCL1-BIM inh = 8; AGP1 TOR yeast = 102; CIT2-GFP yeast = 103; GRK2 inh = 0; MEX-5 binding = 0.5; GLD-1 TGE inh = 3

> O=C(NCc1ccc2c(c1)OCO2)Nc1ccc2nsnc2c1
  Fam108B inh = 0; Bcl-xL primary = -4; VLA-4 inh = 12; MCL1-BIM inh = -6; AGP1 TOR yeast = 100; CIT2-GFP yeast = 105; GRK2 inh = 7; MEX-5 binding = 0.3; GLD-1 TGE inh = 0

More results follow:
SMILES	Fam108B inh	Bcl-xL primary	VLA-4 inh	MCL1-BIM inh	AGP1 TOR yeast	CIT2-GFP yeast	GRK2 inh	MEX-5 binding	GLD-1 TGE inh
COc1ccc(S(=O)(=O)N2CCCCCC2)cc1C(=O)N(C)CC(=O)Nc1ccc(Cl)c(Cl)c1	-3	-4	-4	-14	102	100	3	0.0	4
CCN(CC)C1=C(Cl)C(=O)C(Cl)C12OCCO2 (centres undefined)	-4	9	11	1	112	108	1	1.2	8
Cc1ccc(N(CC(=O)N2CCCCCC2)S(C)(=O)=O)cc1Cl	1	0	6	-13	103	100	1	0.4	0
Cc1cccc(NC(=S)Nc2ccc3cn[nH]c3c2)c1	-3	5	8	13	97	93	2	-2.3	0
CCCCCCCCN1C(=O)C(O)=C(C(C)=O)C1c1ccccn1 (centres undefined)	2	1	6	-3	98	82	0	-1.1	4
O=C(c1ccccc1)C1CCN(C(=O)Nc2ccccc2)CC1	2	2	-12	3	101	90	0	0.4	5
COc1ccc(/C(O)=C2/C(=O)C(=O)N(CCN(C)C)C2c2ccc(OC)c(OC)c2)c(C)c1 (centres undefined)	3	1	10	1	106	109	71*	2.1	3
COc1cc(/C=C2\SC(=S)N(N(C)c3ccccc3)C2=O)ccc1O	-100	3	-67	-1	102	107	5	11	-3
CCn1c(=O)n(CC(=O)N2CCN(c3ccccc3F)CC2)c(=O)c2ccccc21	0	7	5	-2	129	116	2	1.5	3
Cc1ccc(N2CCN(S(=O)(=O)c3ccc4c(c3)oc(=O)n4C)CC2C)cc1 (centres undefined)	-2	3	7	19	108	112	11	1.0	-1
CNc1c(NC(=O)C2CCC(C)CC2)c(=O)oc2ccccc12 (centres undefined)	-3	-5	4	-10	97	92	2	-2.8	-6
COc1ccc(CNC(=O)c2noc3c2CCCCC3)cc1	0	2	9	-2	97	104	0	-0.5	3
Cc1ccc(N2C(=O)CC(c3ccsc3)C3=C2CC(C)(C)CC3=O)cc1 (centres undefined)	2	5	3	0	104	97	1	0.3	1
NS(=O)(=O)c1ccc(CCNC(=O)CN2C(=O)COc3ccc(S(=O)(=O)N4CCCC4)cc32)cc1	3	4	0	2	100	107	4	-0.2	-4
CC1=C(C(N)=O)C(c2ccc(Br)cc2)n2ncnc2N1 (centres undefined)	-2	1	5	-1	91	97	3	-1.3	2
COc1ccc(COC(=O)CCc2c[nH]c3ccccc23)cc1F	1	-5	-4	-3	97	87	0	4.8	7
O=C(C1CCC1)N1CCN(S(=O)(=O)c2ccccc2)CC1	-1	-7	-1	-6	97	95	3	0.8	-3
CCCCn1c(N)c(N(CCC)C(=O)C2CCCC2)c(=O)[nH]c1=O	/	-3	13	-15	95	92	1	/	0
CC1(C)CC(CC(=O)Nc2nccs2)(c2ccccc2)CCO1 (centres undefined)	-3	3	-1	-2	101	106	0	-0.3	-12
COc1ccc(Nc2oc(-c3ccc(Cl)cc3)nc2C#N)cc1	1	1	1	4	95	96	3	2.4	11
C/C=C\C=C/C(=O)Nc1cccc(C2=NOC3(C2)C[C@H](C(N)=O)N(C(=O)c2ccc(OC)cc2)C3)c1 (some centres undefined)	-7	0	-5	9	88	94	2	0.0	1
CCCCSc1nnc(-c2ccccc2N)c(=O)[nH]1	-5	7	5	6	91	99	0	-0.2	5
CC(=O)c1ccc(NC(=O)C2CCN(S(=O)(=O)c3cccc4nonc34)CC2)cc1	3	3	-3	-8	?	?	2	0.8	10
CCOc1ccc(NC(=O)CN2CCN(C3c4ccccc4-c4ccccc43)CC2)cc1	0	3	13	-2	102	105	0	/	-3
CC1(C#N)c2ccccc2C(Br)=CN1C(=O)c1ccccc1 (centres undefined)	0	-1	-6	-4	88	105	1	1.0	0

The final 5 entries of the part before come first, to join the parts.
SMILES	Fam108B inh	Bcl-xL primary	VLA-4 inh	MCL1-BIM inh	AGP1 TOR yeast	CIT2-GFP yeast	GRK2 inh	MEX-5 binding	GLD-1 TGE inh
C/C=C\C=C/C(=O)Nc1cccc(C2=NOC3(C2)C[C@H](C(N)=O)N(C(=O)c2ccc(OC)cc2)C3)c1 (some centres undefined)	-7	0	-5	9	88	94	2	0.0	1
CCCCSc1nnc(-c2ccccc2N)c(=O)[nH]1	-5	7	5	6	91	99	0	-0.2	5
CC(=O)c1ccc(NC(=O)C2CCN(S(=O)(=O)c3cccc4nonc34)CC2)cc1	3	3	-3	-8	?	?	2	0.8	10
CCOc1ccc(NC(=O)CN2CCN(C3c4ccccc4-c4ccccc43)CC2)cc1	0	3	13	-2	102	105	0	/	-3
CC1(C#N)c2ccccc2C(Br)=CN1C(=O)c1ccccc1 (centres undefined)	0	-1	-6	-4	88	105	1	1.0	0
CCOc1ccc(-c2n[nH]c(C)c2Oc2ccccc2OC)c(O)c1	4	-1	4	-9	90	90	8	-0.1	5
CCOC(=O)C1=C(CC)Nc2ccccc2N/C1=N\S(=O)(=O)c1ccccc1OC	/	-1	9	1	104	101	0	/	2
Clc1ccc(C2CC(c3cccs3)n3ncnc3N2)cc1 (centres undefined)	3	1	13	-1	65	96	0	-3.2	-2
O=C1CN(S(=O)(=O)c2cccc(C(=O)O)c2)c2ccccc2N1	-1	1	-14	3	92	98	0	-4.4	-1
COc1ccc(NC(=O)Nc2c(O)ccc3ccccc23)cc1	7	30*	-11	22	?	?	2	-0.5	-3
N#C/C=C(/N)N1CCN(c2ccc(Cl)c(Cl)c2)CC1	8	2	-7	0	96	97	1	0.3	-3
O=S(=O)(Nc1ccc2c(c1)OCCO2)c1cccs1	-3	4	3	-3	95	98	2	-2.1	2
O=C(Oc1ccc2ccccc2c1)C1CCC1	/	/	-1	/	110	107	2	-1.7	/
CCC1CCCCN1CCCNC(=O)C1CCN(c2ncnc3c2nc2n3CCCCC2)CC1 (centres undefined)	0	7	-10	5	99	96	0	-0.6	2
CCc1ccc(N(CC(=O)NC(C)(C)C)C(=O)CNC(=O)c2cccs2)cc1	3	7	16	-1	100	98	1	-0.8	5
CN(C)CC/C=C1/c2ccccc2Sc2c(O)cc(Cl)cc21	9	5	13	0	105	110	0	-4.5	7
N#Cc1cccc(C(=O)Nc2cc(S(=O)(=O)N3CCOCC3)ccc2N2CCCC2)c1	/	/	-10	/	102	104	1	/	-8
